MEKK3 PB1 HTS: modulators of MEKK3-MEK5 PB1 binding, primary screen, biochemical, wildtype MEKK3, multiplex bead flow cytometry, Alexa488-MEK5 | Mitogen-activated protein kinase kinase kinase 3 (Homo sapiens), Q99759 | bead-based flow cytometry, Alexa488-MEK5 binding to MEKK3; actives lie on both sides; 0 = blocked by unlabeled MEK5, 100 = vehicle | binding response (% of control), % at 10 µM | 290,000 compounds, 1.4% hits | AID 1529, 2009;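 active means binding response more than 3 SD above or below the average of its plate-row segment, actives on both sides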;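 further: Alexa488 bead fluorescence after subtracting the streptavidin-only scavenger bead signal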
Target sequence (Q99759 whole entry, looked up): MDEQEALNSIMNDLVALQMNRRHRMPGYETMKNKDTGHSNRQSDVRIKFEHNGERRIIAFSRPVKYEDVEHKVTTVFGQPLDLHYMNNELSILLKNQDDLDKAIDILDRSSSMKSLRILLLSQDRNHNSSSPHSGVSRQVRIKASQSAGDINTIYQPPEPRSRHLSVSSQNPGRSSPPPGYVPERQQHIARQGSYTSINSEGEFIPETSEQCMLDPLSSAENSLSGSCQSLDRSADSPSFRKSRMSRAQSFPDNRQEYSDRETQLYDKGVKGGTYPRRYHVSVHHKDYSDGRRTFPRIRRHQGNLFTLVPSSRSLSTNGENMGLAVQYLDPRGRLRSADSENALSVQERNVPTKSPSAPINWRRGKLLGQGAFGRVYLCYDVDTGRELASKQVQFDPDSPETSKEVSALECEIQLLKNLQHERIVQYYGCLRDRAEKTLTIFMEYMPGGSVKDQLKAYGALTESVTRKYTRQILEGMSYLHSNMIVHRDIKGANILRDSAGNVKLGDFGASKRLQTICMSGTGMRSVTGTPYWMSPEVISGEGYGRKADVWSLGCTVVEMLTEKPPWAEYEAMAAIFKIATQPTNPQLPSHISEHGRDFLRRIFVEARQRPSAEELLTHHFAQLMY
MEKK2 mut-MEK5: MEK5 binding signal on mutant MEKK2 PB1, primary screen, biochemical, multiplex bead flow cytometry, Alexa488-MEK5. 290,000 compounds, 0.35% hits. percent response, % at 10 µM. AID 1530, 2009. Alexa488-MEK5 binding to MEKK2 mutant; in the data active means percent response above about 24%, passing the limit was not always enough; further: inactives centre near 1; some results filed as inactive read as strong as hits; reference of the scale not given here
MEKK2wt PB1 HTS: modulators of MEK5 binding to wildtype MEKK2, primary screen, biochemical, multiplex bead flow cytometry, Alexa488-MEK5; 290,000 compounds, 1.1% hits; Mitogen-activated protein kinase kinase kinase 2 (Homo sapiens), Q9Y2U5; AID 1531, 2009; binding response (% of control), % at 10 µM; Alexa488-MEK5 binding to MEKK2 WT; actives lie on both sides; in the data active means binding response below about 67% or above about 130%
NALP1 yeast inh: NALP1 inflammasome inhibitors in reconstituted yeast, colorimetric, S. cerevisiae, triplicate retest; S. cerevisiae NALP1/ASC/caspase-1 growth, X-gal OD620, 72 h; inhibition, % at 10 µM; 280,000 compounds, 0.61% hits; AID 2071, 2009; in the data active means inhibition mostly above about 24%, no sharp cut-off; inactive means mostly below about 32%; further: some compounds called inactive have numbers as strong as hits
p-CIP stab down: p/CIP-EGFP fusion destabilizers, primary screen, fluorescence, F442A cells | decrease of EGFP signal, % at 10 µM | 16 h | 290,000 compounds, 0.01% hits | Q05BA5;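 active means EGFP signal decrease of at least 30% at 10 µM or well 3 SD below plate mean, unless failing retest; inactive means the rest, including hits failing retest or dose response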; further: some compounds called inactive have numbers as strong as hits; many of its hits are not listed in these tables
IDE inh: human IDE inhibitors in live cells, primary screen, fluorescence polarization, HEK cells, FAbetaB substrate | Insulin-degrading enzyme (Homo sapiens), P14735 | FAbetaB cleavage | inhibition, % at 5.59 µM | 320,000 compounds, 0.41% hits;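 active means percent inhibition above the average of all tested compounds plus 3 SD, set per screening campaign, cut at about 16% in these data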;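 further: IDE supplied by intact live HEK cells; FP after avidin binding of uncleaved biotin substrate so inhibition keeps polarization high; 0% = DMSO wells and 100% = 60 µM reference IDE inhibitor Ii1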
IDE cell activ: human IDE activators in live cells, primary screen, fluorescence polarization, HEK cells, FAbeta-B substrate | Insulin-degrading enzyme (Homo sapiens), P14735 | FAbeta-B cleavage; 0% vehicle, 100% cell-free pure enzyme wells | activation, % at 5.96 µM | 340,000 compounds, 0.073% hits;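 active means activation above the mean of all tested compounds plus 3 SD, set per screening campaign, cut at about 17% in these data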
PfM18AAP inh: PfM18AAP inhibitors, malaria aminopeptidase, primary screen, biochemical, QFRET, recombinant enzyme. AID 1822, 2009. H-Glu-NHMec fluorogenic cleavage. 290,000 compounds, 1.2% hits. inhibition, % at 7.35 µM;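 active means inhibition above the campaign mean inhibition over all tested compounds plus 3 SD, cut at about 28% in these data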;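 further: 0% = plate median of test compound wells and 100% = 2 mM ZnCl2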
UBC9 SUMO inh: inhibitors of in vitro SUMOylation cascade, primary screen, biochemical, HTRF, uHTS; SUMO-conjugating enzyme UBC9 (Homo sapiens), P63279; inhibition, % at 35 µM; 290,000 compounds, 0.36% hits; HTRF SUMOylation assay, SAE1/SAE2 + UBC9; in the data active means inhibition above about 50%, passing the limit was not always enough; further: strong numbers were not always called active
Target sequence (P63279 whole entry, looked up): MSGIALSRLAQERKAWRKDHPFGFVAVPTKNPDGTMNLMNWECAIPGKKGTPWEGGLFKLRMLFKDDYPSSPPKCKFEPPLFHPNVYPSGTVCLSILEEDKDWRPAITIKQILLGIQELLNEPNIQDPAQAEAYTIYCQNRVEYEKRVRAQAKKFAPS
* hit, by the source's call; · = not tested or not shown.

Values run as follows: MEKK3 PB1 HTS | MEKK2 mut-MEK5 | MEKK2wt PB1 HTS | NALP1 yeast inh | p-CIP stab down | IDE inh | IDE cell activ | PfM18AAP inh | UBC9 SUMO inh
- Cc1ccc(OCCCCn2c(CO)nc3ccccc32)cc1
  100 | -9 | 87 | -7 | -3 | 10 | 2 | 1 | 16
- CCc1ccccc1NC(=O)C(Cc1cccc(OC)c1OC)c1nn[nH]n1 (stereo not given)
  98 | -2 | 95 | 1 | 1 | 0 | 6 | 0 | 13
- Cc1ccc(N2C(=O)c3ccc(C(=O)N4CCN(c5ccccc5F)CC4)cc3C2=O)cc1
  100 | 1 | 100 | 30 | -2 | 1 | 8 | 4 | 3
- Cc1nn(C)c(N)c1[N+](=O)[O-]
  98 | -9 | 97 | -3 | 11 | 3 | 6 | -5 | 5
- CCCNC(=O)Cc1c(O)c2ccccc2[nH]c1=O
  103 | 7 | 104 | 4 | -2 | 3 | -2 | 8 | 23
- ClCc1nnc(-c2ccccc2)o1
  99 | -1 | 100 | -2 | -6 | 1 | 1 | -6 | 1
- COc1ccc(CCNC(=O)c2nnn(CC(=O)Nc3c(C)cc(C)cc3C)c2N)cc1OC
  101 | 5 | 105 | -6 | -3 | 6 | 3 | -2 | 19
- COc1ccc(-c2nnc(CSc3nc4ccccc4c(=O)n3C)o2)cc1OC
  106 | 3 | 103 | -4 | -4 | 3 | -3 | -16 | 0
- CN(C)S(=O)(=O)c1ccc(C(=O)Nc2nnc(-c3cccs3)o2)cc1
  102 | -2 | 96 | -12 | -8 | 5 | 1 | -8 | 5
- Cc1ccccc1NC(=O)CN1C(=O)N/C(=C\c2ccc(N3CCOCC3)c(F)c2)C1=O
  100 | -8 | 93 | -7 | -7 | 0 | 6 | 1 | 28
- COc1cccc(C(=O)Nc2ccc(F)c(F)c2F)c1
  116 | 12 | 124 | 0 | -10 | 2 | 3 | -12 | -3
- C[C@@H]1CN(c2nc3nonc3nc2N2CCSCC2)C[C@H](C)O1
  85 | -10 | 79 | 6 | 2 | -1 | · | 4 | 4
- CCCc1nnc(SCC(=O)Nc2cccc(C(F)(F)F)c2)o1
  101 | 1 | 99 | 4 | 0 | -2 | 7 | 0 | 26
- Cc1cccc(C(=O)OCC(=O)N2CC(C)OC(C)C2)c1C (stereo not given)
  101 | 4 | 106 | 13 | -8 | -2 | 7 | -10 | -2
- Cc1ccc(NS(=O)(=O)c2ccc(C(=O)NCC3CCCO3)cc2)cc1 (stereo not given)
  98 | -8 | 91 | -6 | 1 | 4 | 0 | 2 | 18
- COc1ccc2ccccc2c1/C=N\n1c(C)cc(C)c(C(N)=O)c1=O
  102 | 5 | 102 | 1 | -7 | 4 | 6 | -22 | 18
- Cc1ccc(S(=O)(=O)n2cnc3ccccc32)cc1
  107 | 2 | 91 | 14 | 1 | 0 | 3 | -3 | 6
- CN(C)c1nc(N2CCN(c3ccc(F)cc3)CC2)c(C#N)c(=O)o1
  · | · | · | 29 | -2 | · | 9 | -2 | 29
- Cn1c(N)c(C(=O)COC(=O)C2CCCN2C(=O)c2cccs2)c(=O)n(C)c1=O (stereo not given)
  84 | -14 | 79 | 14 | 6 | -1 | 2 | -7 | -8
- COc1ccc(N(CC(=O)NCCc2ccccc2)C(=O)CCC(=O)Nc2nccs2)c(OC)c1
  103 | -2 | 100 | -18 | 9 | -2 | 3 | 1 | -14
- CC(=O)Nc1ccc(C(=O)/C=C/c2ccc[nH]2)cc1
  95 | -11 | 96 | 6 | -14 | 4 | 5 | -4 | 17
- CCOC(=O)C1=C(C)C(c2ccccc2O)NC(=O)N1 (stereo not given)
  100 | -2 | 91 | 16 | -1 | 1 | -6 | -10 | 14
- OCC1(CCOc2ccccc2)CCN(CCCn2cccn2)CC1
  107 | 14 | 113 | 1 | -1 | 0 | 1 | 4 | 18
- COc1ccc(O)c(CN2CCCC(N3CCc4ccccc4C3)C2)c1 (stereo not given)
  106 | 2 | 114 | 22 | -3 | · | -1 | 8 | -8
- Cc1ccc(CNC(=O)c2ccc3c(c2)NC(=O)C(N2CCOCC2)S3)cc1 (stereo not given)
  103 | -1 | 99 | -1 | 2 | 2 | 4 | -1 | 0
- CCOC(=O)CNC(=O)CSc1nnc(CCc2nc3ccccc3[nH]2)n1C
  98 | 2 | 104 | 0 | 8 | 0 | 4 | -9 | 16
- CC(C)C(NC(=O)C(c1ccccc1)c1ccccc1)c1nc2ccccc2[nH]1 (stereo not given)
  104 | 4 | 105 | 4 | -4 | 2 | -1 | 13 | -6
- Cc1nc(SCC(=O)c2ccc(Cl)cc2)c([N+](=O)[O-])[nH]1
  103 | 1 | 100 | 8 | -7 | -4 | 3 | -1 | 20
- Cc1ccc(NC(=O)C(C)Sc2nc(=O)cc(N)n2-c2ccccc2)cc1 (stereo not given)
  103 | 5 | 106 | 3 | -15 | 0 | 5 | -6 | -8
- CC(C)(Cc1ccccc1)NC(=O)C(=O)c1cn(CC(=O)N2CCOCC2)c2ccccc12
  96 | -6 | 97 | 7 | -16 | 2 | 3 | 3 | 12

The final two compounds of the section before come first, to join the parts.
Values run as follows: MEKK3 PB1 HTS | MEKK2 mut-MEK5 | MEKK2wt PB1 HTS | NALP1 yeast inh | p-CIP stab down | IDE inh | IDE cell activ | PfM18AAP inh | UBC9 SUMO inh
- Cc1ccc(NC(=O)C(C)Sc2nc(=O)cc(N)n2-c2ccccc2)cc1 (stereo not given)
  103 | 5 | 106 | 3 | -15 | 0 | 5 | -6 | -8
- CC(C)(Cc1ccccc1)NC(=O)C(=O)c1cn(CC(=O)N2CCOCC2)c2ccccc12
  96 | -6 | 97 | 7 | -16 | 2 | 3 | 3 | 12
- N=c1oc2ccccc2cc1C(=O)Nc1ccc(F)cc1
  100 | 0 | 96 | 19 | -17 | · | -1 | -2 | 6
- O=C(c1ccco1)N1CCN(S(=O)(=O)c2c(Cl)cccc2Cl)CC1
  106 | 3 | 106 | 7 | -11 | -8 | -4 | -4 | 13
- CN(C(=O)c1ccccc1C(=O)OCC(=O)NCc1ccccc1)C1CCCCC1
  99 | -3 | 99 | 15 | -1 | 0 | 0 | -10 | -6
- Cc1ccc(CNC(=O)Cn2c(=O)c3sccc3n(Cc3cccc([N+](=O)[O-])c3)c2=O)cc1
  141* | 0 | 107 | 24 | 2 | 5 | · | -4 | 7
- CCN(Cc1cc2ccc(C)cc2[nH]c1=O)C(=O)c1ccncc1
  99 | 1 | 99 | -1 | -14 | · | · | 5 | 4
- Cc1nc(C)c(-c2csc(N)n2)s1
  98 | -1 | 94 | -14 | 8 | 9 | -3 | 4 | -11
- CN(C(=O)C1CCC(=O)N(Cc2cccc(F)c2)C1)C1CCCCC1 (stereo not given)
  98 | 2 | 103 | 18 | -3 | 1 | 1 | 2 | -8
- CCCS(=O)(=O)Nc1c(C(=O)OC)[nH]c2ccccc12
  93 | -5 | 92 | 26 | -10 | 4 | -1 | 5 | 14
- Cc1cccc(-c2noc(CN(C(C)C)S(=O)(=O)c3ccc(F)cc3)n2)c1
  100 | -2 | 101 | 11 | -15 | 2 | 1 | 0 | 2
- O=C(CCC(=O)N/N=C/c1ccc(Br)s1)NCc1ccccc1
  100 | -1 | 99 | 27 | -2 | -1 | -1 | 4 | 5
- COc1ccc(N/N=C(C)/C(=N/O)C(=O)Nc2ccccc2)cc1
  114 | 0 | 112 | 10 | 5 | -2 | 4 | 6 | 6
- Cn1c(SCc2nc3ccccc3[nH]2)nnc1-c1cnccn1
  102 | 4 | 102 | 7 | -4 | 5 | 5 | 1 | 22
- COc1ccc(Br)cc1CNC(=O)C1CCN(S(=O)(=O)N2CCC(C)CC2)CC1
  90 | -3 | 89 | 14 | 7 | 3 | 1 | -3 | -15
- Cc1ccc(Nc2nc3ccccc3n3cnnc23)c(Cl)c1
  99 | 5 | 101 | 12 | -2 | 2 | 2 | -1 | 19
- CCOc1ccc(C(C)C)cc1S(=O)(=O)Nc1ccc(Cl)cn1
  99 | 4 | 102 | 13 | -2 | 5 | 5 | -2 | 8
- CCN(CC(F)(F)C(F)F)S(=O)(=O)c1ccc(NC(=O)OC)cc1
  91 | -5 | 89 | -1 | 2 | -2 | 4 | -3 | -5
- O=C1c2cccc3cccc(c23)C(=O)N1Cc1ccco1
  98 | -4 | 94 | -4 | -3 | -4 | -1 | -3 | 15
- CCOC(=O)C1=C(COC(=O)[C@@H]2CCCN2S(=O)(=O)c2ccc(C)cc2)NC(=O)NC1C (stereo not given in full)
  99 | 8 | 103 | 1 | -4 | 0 | 1 | -6 | 5
- COc1ccc2c(c1)C(C)=CC(C)(C)N2S(=O)(=O)c1ccc(C)cc1
  95 | -13 | 81 | 1 | -52 | 1 | 4 | 0 | 7
- C=CCN(CC=C)c1nc2ccccc2nc1C(C#N)C(=O)OCCOC (stereo not given)
  104 | 8 | 101 | 6 | -30 | 0 | -2 | 12 | 17
- O=C1CN(C(=O)/C=C/c2ccc(Cl)cc2Cl)CCN1
  105 | -1 | 103 | -6 | 7 | -1 | -1 | -1 | 8
- COc1cccc(OCc2cc(/C=N/n3cncn3)ccc2OC)c1
  108 | 12 | 100 | -2 | -8 | 2 | -2 | 2 | 4
- COc1ccc(N2CCN(C3CC(=O)N(C)C3=O)CC2)cc1 (stereo not given)
  101 | 2 | 105 | 8 | -6 | -1 | -4 | 1 | 14
- O=C(c1ccc2c(c1)OCCO2)C1CCN(C(=O)c2ccc(F)cc2)CC1
  110 | 7 | 117 | 1 | -6 | 7 | -5 | 0 | -1
- COC(=O)c1sc(S(=O)(=O)Nc2ccc3cn[nH]c3c2)c(C(=O)OC)c1C
  102 | 4 | 106 | 12 | -4 | 8 | 9 | -1 | 13
- O=C(COC(=O)Cn1cnc2ccccc21)Nc1cc(S(=O)(=O)N2CCOCC2)ccc1Cl
  104 | 8 | 114 | · | 6 | 0 | 3 | -2 | 12
- CS(=O)(=O)N1CCC(C(=O)Nc2ccccc2Cl)CC1
  100 | 2 | 99 | 5 | -3 | · | -1 | 0 | 10
- Cc1ccc2c(Cl)cc(Cl)c(OCC(=O)N(C(C)C)C(C)C)c2n1
  101 | -11 | 85 | 5 | 0 | -1 | 8 | -1 | 1
- O=C(Nc1ccccc1)c1ccc(Br)o1
  93 | -4 | 93 | 35 | 1 | 1 | 0 | -5 | 11
- O=C(/C=C/c1ccccc1[N+](=O)[O-])N1CCCCC1
  110 | -3 | 110 | 3 | -7 | 7 | 0 | -8 | 2
- Cc1ccc(N(CC(=O)NC2CCCCC2)C(=O)CNC(=O)c2ccco2)cc1F
  101 | -3 | 95 | 4 | 2 | -4 | -1 | 3 | -23
- Cc1cccc(OCC(=O)N/N=C/c2ccc3c(c2)OCO3)c1
  89 | -5 | 99 | 9 | 3 | 4 | -5 | -11 | 0
- COc1ccc(-c2csc(NCCc3nc4cc(Cl)c(Cl)cc4n3CCCO)n2)cc1
  107 | 3 | 103 | · | · | 5 | 0 | · | ·

Only part of the results is shown (hit frequency here may not be typical).
